# HCMV antiviral = blocks human cytomegalovirus replication; HFF cells, HCMV-luciferase reporter, 72 h; hits give low values; activity change, negative = inhibition, % at 57.5 µM; 410,000 compounds, 4.5% hits; in the data active = activity change below about -60%; inconclusive = no clear call, values can overlap the other calls; inactive = above about -39%
#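 Screen run at 2 compound doses on HFFs infected with reporter HCMV, MOI 1 PFU/cell. Luciferase activity from cell lysates at 72 h post infection gave inhibition relative to buffer-only and Salinomycin wells.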
# AmpC no deterg = inhibitors of E. coli AmpC beta-lactamase without detergent; AmpC nitrocefin hydrolysis, absorbance 480 nm, 0.0001% Triton; Potency, µM (titrated, usually from 57.1 µM), for the others: at the highest dose activity change, negative = inhibition, most hits filed as inhibitors; 330,000 compounds, 0.52% hits; AID 485341;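 also: potency is read from the fitted curve at half-maximal effect; plate controls were no compound for no effect and no enzyme for full effect; nearly all actives have a fitted effect of over 20% in size; some results filed as inactive show a strong effect at the top dose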
# Target sequence (P00811 whole entry, looked up): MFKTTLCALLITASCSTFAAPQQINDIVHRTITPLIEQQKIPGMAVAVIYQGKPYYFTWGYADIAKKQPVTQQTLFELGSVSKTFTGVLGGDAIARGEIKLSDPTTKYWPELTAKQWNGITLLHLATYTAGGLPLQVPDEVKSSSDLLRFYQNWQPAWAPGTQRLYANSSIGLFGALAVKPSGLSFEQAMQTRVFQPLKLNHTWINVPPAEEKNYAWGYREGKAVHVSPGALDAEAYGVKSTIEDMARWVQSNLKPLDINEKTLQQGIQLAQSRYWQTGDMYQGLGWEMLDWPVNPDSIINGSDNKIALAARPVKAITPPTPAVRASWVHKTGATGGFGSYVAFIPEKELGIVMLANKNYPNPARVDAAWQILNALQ
#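 AmpC (5.3 nM in the dispensed reagent) in 20 mM phosphate pH 7.0 with 0.01% (detergent screen) or 0.0001% Triton X-100 was preincubated with compounds for 15 min at room temperature. Nitrocefin was then added from an 800 uM solution, and hydrolysis was followed at 480 nm.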
# AmpC detergent = inhibitors of E. coli AmpC beta-lactamase with detergent | P00811 | AmpC hydrolysis of nitrocefin, absorbance 480 nm, 0.01% Triton | Potency, µM (titrated, usually from 114 µM), for inactives: at the highest dose activity change, negative = inhibition, hits mostly inhibitors | 370,000 compounds, 0.041% hits | AID 485294;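 also: potency is read from the fitted curve at half-maximal effect; 0% = no-compound wells and -100% = no-enzyme wells; nearly all actives have a fitted effect of over 25% in size; some results filed as inactive show a strong effect at the top dose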
#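 20 mM phosphate pH 7.0 + 0.01% (detergent screen) or 0.0001% Triton X-100; 5.3 nM AmpC reagent; cpd preinc 15 min RT; nitrocefin (800 uM stock) to start; A480 q20 s × 4 min; Activity was normalised to no-enzyme and no-compound control wells.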
# HCV inh = HCV inhibition | Huh7.5.1 HCVcc-Cre infection, luciferase reporter, 44 h | 340,000 compounds, 3.4% hits | Potency, µM (highest dose often 41.8 µM), without a hit: at the highest dose activity change, negative = inhibition, hits mostly inhibitors; also: potency is read from the fitted curve at half-maximal effect
#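 Cells seeded at 1,000/well and cultured 4 h, then compounds added followed by HCVcc-Cre virus (~0.5 moi). After 44 h further culture, luciferase substrate was added, plates held 15 min at room temperature, and luminescence read for 15 sec.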
# Giardia FBPA inh = inhibitors of Giardia lamblia fructose-1,6-bisphosphate aldolase | A8B2U2 | purified Giardia FBPA | Potency, µM (top dose mostly 59.6 µM), without a hit: at the highest dose activity, negative = inhibition, usual class: inhibitors | 290,000 compounds, 0.71% hits | AID 2451; also: potency is read from the fitted curve at half-maximal effect; nearly all actives have a fitted effect of over 55% in size
# Target sequence (A8B2U2 whole entry, looked up): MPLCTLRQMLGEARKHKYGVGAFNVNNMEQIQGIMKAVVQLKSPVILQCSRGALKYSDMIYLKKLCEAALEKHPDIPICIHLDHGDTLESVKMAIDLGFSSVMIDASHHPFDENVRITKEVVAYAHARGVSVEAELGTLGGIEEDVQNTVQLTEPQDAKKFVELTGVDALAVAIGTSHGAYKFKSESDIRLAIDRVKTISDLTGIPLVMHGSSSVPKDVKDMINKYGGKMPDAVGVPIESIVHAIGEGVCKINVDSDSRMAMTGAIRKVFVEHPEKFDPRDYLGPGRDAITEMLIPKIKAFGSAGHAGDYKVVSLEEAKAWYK
#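 40 nM FBPA preincubated 10 min at RT with compound (up to 57.5 uM final), then substrate plus GAPDH/TPI/NAD/arsenate coupling and diaphorase/resazurin added. Fluorescence read after 20 min at RT, 525/598 nm.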
# Sm TGR block = blocks Schistosoma mansoni thioredoxin glutathione reductase. Q962Y6. purified TGR, DTNB reduction, TNB absorbance 405 nm. Potency, µM (series often up to 114 µM), inactives show at the highest dose activity change, negative = inhibition, actives largely listed as inhibitors. 360,000 compounds, 3% hits; also: potency is read from the fitted curve at half-maximal effect; nearly all actives have a fitted effect of over 60% in size
#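 Kinetic colorimetric format: TGR-catalysed, NADPH-driven DTNB reduction monitored via TNB absorbance. Enzyme dispensed at 20 nM; compound exposure 15 min at room temperature before reaction start.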
# Starred values were filed as active, the others as inactive; ? = inconclusive; . = no result given; [ ] = remark or other dose. Unless noted, calls follow the shape of the dose curve; as a rule, active = well fitted curve in the direction sought with a large enough effect; inconclusive = small, poorly fitted or top-dose-only effect, or another doubt; inactive = no such curve, though single readings can be large; an effect the other way counts as inactive or inconclusive. Unless noted, % is scaled to controls: 0 for no effect and ±100 for the full control effect.
SMILES,HCMV antiviral,AmpC no deterg,AmpC detergent,HCV inh,Giardia FBPA inh,Sm TGR block
Cc1nc(N)nc(Cl)c1Cc1ccc(Cl)cc1,-61*,-46%,-13%,15%,-6%,-1%
Cc1nnc2sc(SCc3ccc(Br)cc3)nn2c1=O,173,-21%,-4%,2%,0%,11%
COC(=O)[C@@H]1[C@H](CCc2ccccc2)NC(=O)N(Cc2ccccc2)[C@@H]1C,-10,.,.,6%[8.37 µM],5%[12.9 µM],.
C=CCc1c(C)nc(-c2ccccc2)nc1N/N=C/c1ccccc1,3,-29%,3%,?,-14%,-6%
O=C1NC(c2cccs2)C(C(=O)c2ccccc2)C(O)(C(F)(F)F)N1 (centres undefined),-2,-16%,?,20%,0%,-18%
Cc1ccc(NC(=O)Nc2ccccc2C(N)=O)cc1,-31,-18%,0%,-6%,-2%,1%
O=C(c1ccco1)N1CCN(c2ncnc3c(-c4ccccc4)nsc23)CC1,119,-12%,-7%,22µM*,-2%,-21%
Cc1csc(N/N=C/c2ccc([N+](=O)[O-])cc2)n1,-15,-59%,?,-21%,-17%,2%
CCOC(=O)N1CCN(C(=O)c2ccccc2NC(=O)c2ccc(Br)cc2)CC1,11,14%,6%,0%,7%,5%
CCN1CCC(N(Cc2ccc3c(c2)OCO3)C(=O)Nc2cc(Cl)ccc2C(=O)OC)CC1,-80*,.,16%,.,.,4%
CCOC(=O)c1c(NC(=O)COC(=O)c2ccc([N+](=O)[O-])cc2)sc(C(=O)N(C)C)c1C,-29,0%,11%,?,.,-12%
CCC(Sc1ccc2nnc(-c3ccc(F)cc3)n2n1)C(=O)O (centres undefined),3,-14%,-9%,7%,0%,-10%
CC(C)(C)S(=O)(=O)c1cnc2c(-c3ccc(F)cc3)cnn2c1N,49,-12%,5%,-12%,6%,-38%
COc1ccc2c(c1)c(=O)oc1cc(OC(C(=O)O)c3ccccc3)ccc12 (centres undefined),10,-36%,-2%,14%,13%,-21%
O=C(c1cccc2ccccc12)C1CCCN(C(=O)CCCn2cncn2)C1 (centres undefined),31,36%,7%,10%,-2%,0%
O=C1NC(=S)S/C1=C\c1ccc2ccccc2c1,24,-23%,-14%,12%,2%,-11%
COC(=O)Cc1c(O)ccn(CCc2c[nH]c3ccccc23)c1=O,?,-16%,2%,23%,4%,6%
O=C(NCCCc1ccncc1)C1CCC(=O)N(Cc2cccc(C(F)(F)F)c2)C1 (centres undefined),-26,28%,-8%,.,.,0%
Cc1cc(C)nc(SCC(=O)NCC2COc3ccccc3O2)n1 (centres undefined),-2,-10%,?,13%,.,-20%
CC(=O)c1cccc(NC(=O)CCS(=O)(=O)c2cccc3nonc23)c1,3,-19%,1%,-1%,-3%,?
Cc1cc2c(s1)c1c(C)nn(Cc3ccccc3F)c(=O)c1n2C,.,-17%,-8%,.,.,-5%
Cc1ccc2nc(SCC(=O)NCCc3ccccc3)nc(=O)n2c1,?,-11%,?,18%,.,-3%
CCn1c(NC(=O)c2ccc(F)cc2)c2ccccc2nc1=O,-12,-11%,-4%,13%,-10%,4%
c1ccc2cc(CCCc3cc4ccccc4cn3)ncc2c1,-18,17%,-5%,-5%,.,?
CC(=O)NC(=S)Nc1ccc(NC(=O)COc2ccc(Cl)cc2)cc1,1,-32%,-7%,?,-2%,?
O=C(OCC(=O)N1CCN(C(=O)COC(=O)c2ccc(O)cc2O)CC1)c1ccc(O)cc1O,-19,-17%,-16%,4%,.,-10%
CC(=O)c1cnc(SCC(=O)O)nc1C,-4,-14%,-14%,6%,1%,-1%
Cc1ccc(S(=O)(=O)NCCn2nc(C)cc2C)cc1,19,-1%,?,-2%,14%,1%
CN1CCc2c(sc(NC(=O)c3ccc([N+](=O)[O-])o3)c2C(N)=O)C1,-104*,-10%,-3%,4µM*,.,?
Cc1cc(/C(N)=N/OC(=O)Nc2ccc(Cl)cc2)no1,140,-6%,-4%,9%,0%,-12%
CCCCc1c(O)nc(SCC(=O)N2CCOCC2)n(-c2ccc(OC)cc2)c1=O,83,-2%,-12%,2%,10%,1%
CCCCn1c(N)c(N(CC(C)C)C(=O)C2CCN(S(=O)(=O)c3ccc(C)cc3)CC2)c(=O)[nH]c1=O,-21,-23%,-20%,-9%,.,-2%
CCN(CC)S(=O)(=O)c1ccc(N)cc1,-30,-25%,2%,6%,0%,3%
Nc1c2c(nc3ccn(Cc4ccccc4)c(=O)c13)CCC2,-39,-21%,-11%,-7%,4%,3%[11.4 µM]
Cc1cccc2sc(N(CCCN(C)C)C(=O)COc3ccccc3)nc12,0,.,-4%,.,.,-8%
Cc1cc(C)cc(C(=O)OCC(=O)NC2CCCC2)c1,-12,-11%,5%,1%,1%,18%
CSc1nc(C)cc(C)c1C(N)=O,-8,-16%,-15%,1%,1%,-13%
Cc1ccc(S(=O)(=O)N2CCN(C(=O)COC(=O)/C=C/c3ccccc3)CC2)c(C)c1,-27,-16%,?,4%,.,-9%
COC(=O)C1CCN(C(=O)CN2C(=O)NC(CC(C)C)C2=O)CC1 (centres undefined),-24,-18%,.,9%,.,.
Cn1cc(CNC(=O)c2ccc(OC3CCN(Cc4ccccn4)CC3)cc2)cn1,-17,2%,-2%,6%,.,-17%
Cc1ccc(CN2C3CCCC2CC(NC(=O)Nc2cccc(F)c2)C3)cc1 (centres undefined),?,0%,5%,-15%,4%,12%
COc1ccc(C2=C(O)C(C)N(c3ccccc3)C2=N)cc1OC (centres undefined),23,-1%,?,11%,?,-8%
CCOc1cc(C2NC(=O)NC(O)(C(F)(F)F)C2C(=O)c2ccc(OC)cc2)ccc1O (centres undefined),-19,1%,1%,21%,0%,-31%
C[C@H](NC(=O)c1nc[nH]c1C(=O)N1CCNCC1)C(=O)OC(C)(C)C,-65*,-24%,?,24%,.,-3%
CC(=O)Nc1nc(C)c(C(C)(C)C)s1,?,-15%,2%,10%,-3%,10%
C=CCn1c(SCC(=O)Nc2ccc3c(c2)OCO3)nnc1-c1ccccc1OC,15,-3%,-4%,-8%,-4%,-20%
Cc1c(Cl)cccc1NC(=O)c1cc(S(=O)(=O)N2CCOCC2)cn1C,24,-3%,-10%,7%,-6%,-10%
c1ccc(-c2nc(-c3ccccn3)nc(-c3ccccn3)n2)nc1,18,3%,-3%,-25%,?,-3%
COCCN(C(=O)c1cc2c(s1)CCC2)c1c(N)n(CC(C)C)c(=O)[nH]c1=O,-4,-25%,?,1%,.,-24%
CCN(CC)S(=O)(=O)c1ccc2c(c1)N(CC(=O)NCC1CCCO1)C(=O)CO2 (centres undefined),0,-11%,-1%,11%,.,-26%
O=C1/C(=C\c2ccco2)SC(=S)N1c1ccccc1,-11,-15%,-14%,-21%,?,?
O=[N+]([O-])c1cccc(-c2nc(Oc3ccc(Cl)cc3)c3ccccc3n2)c1,.,-28%,-13%,9%,-4%,-23%
COc1cccc(C(=O)NCC(=O)N2CCC3(CC2)NCCc2[nH]cnc23)c1OC,25,5%,2%,14%,.,-27%
COc1ccc(Cl)cc1N1CCN(CCNC(=O)Nc2ccccc2C)CC1,-24,43%,-6%,?,2%,0%
CCOC(=O)Cn1c(-c2nonc2NC(=O)c2ccccc2F)nc2ccccc21,-98*,-34%,-11%,?,-13%,0%
O=C(NCc1ccccc1)C(c1ccc(F)cc1)N(C(=O)c1csnn1)C1CC1 (centres undefined),-13,-8%,0%,10%,0%,-11%
O=C1COc2ccc(C(=O)COc3ccc([N+](=O)[O-])cc3)cc2N1,0,-12%,-2%,0%,4%,-16%
Nc1cc(S(=O)(=O)N2CCOCC2)ccc1N1CCOCC1,0,-9%,.,6%,.,.
CN(c1ncc(C(F)(F)F)cc1Cl)N1C(=O)c2cccc([N+](=O)[O-])c2C1=O,27,-9%,-4%,7%,-13%,8%
CC1=C(C(=O)OCC2CCCCC2)C(c2cccc(Cl)c2Cl)CC(=O)N1 (centres undefined),3,.,7%,.,.,2%

# 4 of the compounds above, as labelled records.
smiles: Cc1ccc(CN2C3CCCC2CC(NC(=O)Nc2cccc(F)c2)C3)cc1 (centres undefined)
  HCMV antiviral: ?
  AmpC no deterg: 0%
  AmpC detergent: 5%
  HCV inh: -15%
  Giardia FBPA inh: 4%
  Sm TGR block: 12%
smiles: Cc1cc(/C(N)=N/OC(=O)Nc2ccc(Cl)cc2)no1
  HCMV antiviral: 140
  AmpC no deterg: -6%
  AmpC detergent: -4%
  HCV inh: 9%
  Giardia FBPA inh: 0%
  Sm TGR block: -12%
smiles: CCOc1cc(C2NC(=O)NC(O)(C(F)(F)F)C2C(=O)c2ccc(OC)cc2)ccc1O (centres undefined)
  HCMV antiviral: -19
  AmpC no deterg: 1%
  AmpC detergent: 1%
  HCV inh: 21%
  Giardia FBPA inh: 0%
  Sm TGR block: -31%
smiles: O=C(c1cccc2ccccc12)C1CCCN(C(=O)CCCn2cncn2)C1 (centres undefined)
  HCMV antiviral: 31
  AmpC no deterg: 36%
  AmpC detergent: 7%
  HCV inh: 10%
  Giardia FBPA inh: -2%
  Sm TGR block: 0%

# Carrying on:
SMILES,HCMV antiviral,AmpC no deterg,AmpC detergent,HCV inh,Giardia FBPA inh,Sm TGR block
CCOC(=O)c1ccc(N2C(=O)c3n[nH]c(-c4cccs4)c3C2c2ccc(O)c(OC)c2)cc1 (centres undefined),-74*,.,3%,.,.,-20%
COc1ccc(C(C)=O)cc1CN1C(=O)NC2(CCCCCCC2)C1=O,-19,1%,3%,?,5%,-3%
Cc1c(NC(=O)C2(c3ccc(Cl)cc3)CCCC2)c(=O)n(-c2ccccc2)n1C,-14,-1%,-6%,-12%,13%,-17%
Cc1ccccc1OCCn1c(=S)[nH]c2ccccc21,-22,-31%,2%,3%,?,2%
COCCCNCCCCOc1c(Cl)cc(C)cc1Br,5,23%,-4%,?,?,22%
CCc1cc(C(=O)Nc2cc(Cl)ccc2N2CCN(C)CC2)sc1C,-4,-4%,-19%,?,.,-16%
O=C(Nc1ccc(N2CCCC2)cc1)c1cc(Cl)ccc1Cl,41,-25%,-12%,6%,9%,3%
COc1ccc(/C=C2\SC(N)=NC2=O)cc1Br,-15,-28%,2%,-21%,-9%,0%
O=C1/C(=C\c2cc3c(cc2Cl)OCO3)N2CCC1CC2,?,-3%,-13%,-10%,?,-15%
O=C(CCNC(=O)C1CCN(S(=O)(=O)c2ccc(F)cc2)CC1)NCc1ccccc1Cl,-3,91%[activator],?,0%,6%,5%
COc1ccc(C2(c3ccc(OC)cc3)NC(=O)N(CC(=O)Nc3ccc(OC(F)F)cc3)C2=O)cc1,12,-32%,-11%,13µM*,.,10%
O=C(NCC1COc2ccccc2O1)c1cccs1 (centres undefined),66,-11%,-12%,10%,16%,-17%
CCOC(=O)c1cccc(NC(=O)c2ccc3nc(C(C)C)oc3c2)c1,61,.,1%,.,.,0%
COC(=O)c1ccc(NC(=O)c2ccc3c(c2)C(=O)N(Cc2cccnc2)C3=O)cc1,?,18%,4%,2%,.,5%
O=C(O)c1ccc(/C=C2\SC(=S)N(NC(=O)c3ccccc3)C2=O)cc1,7,-27%,1%,7%,?,-1%
COc1ccc(-c2cc(C#N)nc(NN)n2)cc1,-11,-4%,2%,-13%,19%,-3%
CCc1noc(C)c1C(=O)Nc1ccccc1N1CCOCC1,-5,4%,-2%,3%,.,-1%

# Source: PubChem (National Center for Advancing Translational Sciences (NCATS))
